# PolyA inhibitor – blocks polyadenylation in yeast reporter cells; calls only at 12 µM; 300,000 compounds, 0.02% hits; S. cerevisiae SKY197-pL101 polyadenylation reporter, beta-gal luminescence; efflux-impaired pdr1/pdr3 knockout yeast; score 100 = 6 SD above DMSO; AID 1875;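 active means lowest replicate activity score at least 50, where 100 means six control SD above control mean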;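 further: yeast exposed to compound for 9 h at 30 °C; higher score means more reporter readthrough which indicates perturbed polyadenylation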
# KCNK9 block – human KCNK9 channel inhibition | HEK293 KCNK9, FluxOR thallium flux fluorescence; stronger effect = lower value | B-score at 10 µM | 310,000 compounds, 1.2% hits;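 active means ratio B-score over 3 SD below the library mean, with starting fluorescence within 5 SD of its mean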;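 further: negative B-score means less thallium flux so channel inhibition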
# GSK3B inh – inhibitors of human GSK3beta kinase | P49841 | GST-GSK3beta kinase, ADP-Glo luminescence, 60 min; stronger effect = lower value | activity score (negative = inhibition), % at 10 µM | 300,000 compounds, 0.038% hits | AID 2097;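 active means more than half of replicate wells score below -50%, meaning over 50% inhibition versus plate controls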;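 further: 0% = median DMSO wells and -100% = median GW8510 positive control wells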
# Target sequence (P49841 whole entry, looked up): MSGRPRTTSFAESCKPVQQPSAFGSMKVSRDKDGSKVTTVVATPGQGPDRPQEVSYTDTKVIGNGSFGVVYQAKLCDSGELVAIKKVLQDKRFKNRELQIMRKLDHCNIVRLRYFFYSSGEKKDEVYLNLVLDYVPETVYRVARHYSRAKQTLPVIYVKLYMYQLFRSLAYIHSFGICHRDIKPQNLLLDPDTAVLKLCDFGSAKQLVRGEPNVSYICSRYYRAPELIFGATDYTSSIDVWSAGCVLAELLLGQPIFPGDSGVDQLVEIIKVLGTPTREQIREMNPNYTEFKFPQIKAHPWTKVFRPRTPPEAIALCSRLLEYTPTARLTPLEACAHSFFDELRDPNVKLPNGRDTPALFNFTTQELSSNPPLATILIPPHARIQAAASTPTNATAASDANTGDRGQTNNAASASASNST
#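 Test system – GST-tagged human GSK3beta kinase, cell-free · Incubation – 60 min enzyme reaction, room temperature · Signal – ADP-Glo luminescence · Also added – peptide substrate and ATP at 25 µM · Controls – DMSO neutral wells and GW8510 at 20 µM as positive · Buffer or medium – Tris/MgCl2 kinase buffer · Measure – Luminescence-derived activity versus plate DMSO and GW8510 wells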
# KCNQ1 inh – inhibitors of human KCNQ1 potassium channel | CHO-K1 KCNQ1, FluxOR thallium flux fluorescence; stronger effect = higher value | B-score at 10 µM | 310,000 compounds, 1.3% hits | AID 2642;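 active means compounds whose thallium flux B-score, printed positive for inhibition, exceeds three library SD while starting fluorescence stays within three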;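 further: channel opened by potassium depolarization with thallium stimulus after 20 min compound exposure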
# RGS4 pot – potentiators or activators of RGS4. B-score at 10 µM. AID 463111. 310,000 compounds, 0.92% hits. HEK293 M3R/inducible RGS4, carbachol calcium flux Fluo4; stronger effect = lower value;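 active means B-score of the integrated calcium signal more than 4 SD below the library mean, with starting fluorescence not abnormally high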;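 further: negative B-score means reduced calcium response which marks RGS4 activation or potentiation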
#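 Test system: HEK293 cells with stable M3R and inducible RGS4; also added: carbachol at ECmax as muscarinic agonist stimulus; schedule: dye loading 30 min 37 °C, buffer rest 30 min RT; technique: kinetic calcium fluorescence imaging with Fluo4-AM dye, 2 µM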
# GSK3A inh – inhibitors of human GSK-3 alpha kinase. P49840. ADP-Glo luminescence, 60 min. inhibition, % at 10 µM. 320,000 compounds, 0.1% hits. AID 2650;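 in the data active means inhibition above about 50%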;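 further: GST-tagged GSK-3 alpha with peptide substrate and 25 µM ATP; 0% = DMSO neutral wells and 100% = GW8510 positive control wells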
# HDAC3 inh – blocks human histone deacetylase 3; O15379; recombinant HDAC3, fluorogenic peptide/trypsin coupled, fluorescence; inhibition, % at 8.3 µM; 320,000 compounds, 0.15% hits; in the data active means inhibition above about 26%, passing the limit was not always enough
# KCNK3 inh – human KCNK3 channel inhibition, primary screen | O14649 | CHO-KCNK3 thallium flux, FluxOR fluorescence; stronger effect = lower value | B-score at 10 µM | 340,000 compounds, 0.84% hits;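 active means B-score under library mean minus 4 SD, starting fluorescence ratio at most library mean plus 5 SD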;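 further: more negative B-score means stronger inhibition of thallium flux through KCNK3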
# Target sequence (O14649 whole entry, looked up): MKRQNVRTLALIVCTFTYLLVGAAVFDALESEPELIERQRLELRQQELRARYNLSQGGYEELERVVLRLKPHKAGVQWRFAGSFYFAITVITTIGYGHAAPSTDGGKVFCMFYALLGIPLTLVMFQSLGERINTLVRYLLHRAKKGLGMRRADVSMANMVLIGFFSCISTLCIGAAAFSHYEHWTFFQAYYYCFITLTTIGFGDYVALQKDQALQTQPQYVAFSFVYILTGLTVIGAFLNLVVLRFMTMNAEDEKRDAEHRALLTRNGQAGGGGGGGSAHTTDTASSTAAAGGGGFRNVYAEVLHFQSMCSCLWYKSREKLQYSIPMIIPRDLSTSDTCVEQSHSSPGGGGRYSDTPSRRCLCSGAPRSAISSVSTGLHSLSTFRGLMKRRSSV
# KCNQ1 act – potentiates or activates the human KCNQ1 potassium channel | 310,000 compounds, 0.35% hits | AID 2648 | CHO-K1 KCNQ1, thallium flux FluxOR fluorescence; stronger effect = higher value | B-score at 10 µM | P51787;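 active means fluorescence ratio B-score, a plate-corrected score, at least three library SD, with initial intensity B-score within 5 SD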
#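 Schedule – 37 °C overnight plating, 90-min dark dye load, 20-min compound pretreatment · System – stable KCNQ1 CHO-K1 line · Probe or stimulus – thallium- and potassium-containing depolarizing buffer · Measured by – kinetic FluxOR fluorescence, 10 s baseline plus 110 s post-stimulus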
# Dyrk1A ADPGlo – blocks rat Dyrk1A kinase activity; inhibition, % at 12.5 µM; ADP-Glo luminescence, NFATc1 peptide; 310,000 compounds, 0.43% hits; in the data active means inhibition above about 50%;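 further: plate controls were vehicle with enzyme for no effect and no enzyme for full effect; many of its hits are not listed in these tables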
# hERG protect – compounds protecting human hERG from proarrhythmic drug block. Q12809. CHO-hERG, FluxOR thallium flux, dofetilide IC70 present. AID 1511. activation (rescue from dofetilide block), less the hit threshold, % at 10 µM. 310,000 compounds, 0.51% hits;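 active means activation above the mean of controls blocked by dofetilide plus 5 SD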;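 further: thallium influx through hERG after potassium depolarization seen as dye fluorescence rise; in these data hits start at about 4.7%; inactives centre near -7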
# * marks the source's active call; other numbers are inactive results; i = inactive; nt = no result given.
SMILES,PolyA inhibitor,KCNK9 block,GSK3B inh,KCNQ1 inh,RGS4 pot,GSK3A inh,HDAC3 inh,KCNK3 inh,KCNQ1 act,Dyrk1A ADPGlo,hERG protect
O=C(NCCc1ccccc1)C1CCN(S(=O)(=O)N2CCCC2)CC1,i,i,-2,i,i,-1,-5,i,i,2,1
O=C(Cn1c2[n+](c3ccc(C(F)(F)F)cc31)CCCCC2)Nc1ccc(Br)cc1,i,i,1,i,i,8,8,i,i,nt,-15
CCOc1ccc(N2C(=O)CC(N(CCc3ccc(OC)c(OC)c3)C(=O)/C=C/C(=O)O)C2=O)cc1 (centres undefined),i,i,-1,i,i,1,3,i,i,0,-4
O=C(CN1CCN(Cc2ccc(Cl)cc2)CC1)N/N=C/c1cccc(F)c1,i,i,-4,i,i,-2,0,i,i,nt,-14
CC(=O)NC(=S)Nc1ccccc1C(=O)NC1CCCCC1,nt,i,0,i,i,-1,3,i,i,-10,-8
COCc1nnc(NC(=O)C2CC(=O)N(CCc3ccc(F)cc3)C2)s1 (centres undefined),i,i,0,i,i,-2,3,i,i,-3,-5
Cc1nc2sc3c(c2c(=O)n1/N=C/c1ccco1)CCCC3,i,i,-2,i,i,-2,2,i,i,5,-5
CC(C)=C1C2CCC1C1C(=O)N(NC(=O)COc3ccc(C(C)(C)C)cc3)C(=O)C21 (centres undefined),i,i,3,i,i,-2,-1,i,i,10,-4
CC(C)(CN1CCc2ccccc2C1)NS(=O)(=O)c1ccc(Cl)cc1,i,i,4,i,i,-5,-3,i,i,1,-7
CCCCNC(=O)Cn1nc([N+](=O)[O-])c([N+](=O)[O-])c1C,i,i,4,i,i,-2,3,i,i,-6,-6
COc1ccc(CCNC(=O)COC(=O)C23CC4CC(CC(Br)(C4)C2)C3)cc1,i,i,5,i,i,-3,10,i,i,-8,-7
Cc1cccc(OCC(=O)OCC(=O)N2CCN(C(=O)c3ccco3)CC2)c1C,i,i,-1,i,i,-2,-2,i,i,nt,-5
Cc1cc(C)c(C#N)c(SCC(=O)CC(=O)OC(C)C)n1,i,i,0,i,i,1,-4,i,i,5,-8
Cc1cc(C)n(C(C)CC(=O)Nc2ccc3c(c2)OCCO3)n1 (centres undefined),i,i,1,i,i,-1,-1,i,i,8,-6
COc1ccccc1/C=N/NC(=O)CC(=O)NCc1ccccc1,i,i,0,i,i,0,1,i,i,-4,-3
C=CCN(Cc1nc(-c2cc(OC)ccc2OC)oc1C)C1CCS(=O)(=O)C1 (centres undefined),i,i,-1,i,i,-1,-8,i,i,2,-1
Cc1ccc2[nH]c(=O)cc(C(=O)OC(C)C)c2c1,i,i,-4,i,i,-3,-3,i,i,-3,-12
O=C(Nc1cc(S(=O)(=O)N2CCCCC2)ccc1O)c1ccccc1NS(=O)(=O)c1ccc(F)c(F)c1,i,i,1,i,i,-7,4,i,i,-6,-17
O=C(CCCn1cc([N+](=O)[O-])cn1)Nc1ccc2c(c1)OCO2,i,i,0,i,i,3,1,i,i,2,-9
O=C(CSc1nc2ccsc2c(=O)n1Cc1ccc(C(=O)O)cc1)NCc1ccco1,i,i,-2,i,i,-1,1,i,i,11,-9
O=C(N/N=C/c1cn(-c2ccccc2)nc1-c1cc2ccccc2o1)c1ccncc1,i,i,-4,i,i,0,-1,i,i,-2,-7
Clc1cccc(NCc2nnc(SCc3ccccc3Cl)o2)c1,i,i,-2,i,i,1,3,i,i,1,-6
Cc1ccc(S(=O)(=O)Nc2ccccc2C(=O)N2CCCCC2)cc1,i,i,-2,i,i,-2,6,i,i,6,-10
Cc1[nH]c(=O)c(C#N)cc1-c1ccccc1,i,i,-2,i,i,0,-1,i,i,-6,-6
Cc1cccc(OCCCn2c(CO)nc3ccccc32)c1,i,i,1,i,i,-5,nt,i,i,-1,-7
COc1ccc([N+](=O)[O-])cc1NC(=O)c1ccc(-n2nc(C)cc2C)cc1,i,i,-1,i,i,-3,-4,i,i,-5,-3
COc1ccc(Oc2nc(-c3ccccn3)nc3ccccc23)cc1,i,i,2,i,i,0,3,i,i,nt,-7
NC(=O)COC(=O)c1c2c(nc3ccccc13)CCCCC2,i,i,1,i,i,1,1,i,i,6,-4
CCOC(=O)C1CCN(C(=O)Cc2c(F)cccc2Cl)CC1,i,i,3,i,i,3,1,i,i,0,-5
O=C(O)Cn1c(CCS(=O)(=O)c2ccc(Br)cc2)nc2ccccc21,i,i,0,i,i,-1,-4,i,i,0,-14
Cc1ccc(-c2nn3c(C)nnc3s2)cc1NC(=O)COc1ccc(Cl)cc1,i,i,-1,i,i,-2,13,i,i,16,-12
CC(C)=C1SC(N2CCN(c3ccc(C)cc3)CC2)=NC1=O,i,i,-2,i,i,-5,-6,i,i,-3,-4
CC(C)OCC1CC(CC(=O)Nc2ccc([N+](=O)[O-])cc2)C(=O)O1 (centres undefined),i,i,2,i,i,0,-1,i,i,-3,-1
COC(=O)CCCC(=O)Nc1ccc(Br)cc1,i,i,4,i,i,0,nt,i,i,3,-1
COc1ccc(CC(=O)N(Cc2ccccc2)c2ccc(C)cc2)cc1OC,i,i,-1,i,i,-5,3,i,i,4,-11
Cc1cc(C(F)F)n2ncc(C(=O)NCc3ccc(F)cc3)c2n1,i,i,0,i,i,1,0,i,i,-1,-10
CC(Oc1ccccc1Cl)C(=O)Nc1ccccc1C(=O)N1CCOCC1 (centres undefined),i,i,-2,i,i,1,3,i,i,-4,-10
Cc1nn(-c2ccccc2)c(N)c1N=Nc1ccc2ccccc2c1,i,i,1,i,i,nt,9,i,i,0,-19
Cc1cc(N2CCCCC2)nc2ccc(NC(=O)c3ccc(Br)o3)cc12,i,i,-1,i,-7.7*,1,0,i,i,2,-21
CC(C)NCC(=O)NC12CC3CC(CC(C3)C1)C2,i,i,0,i,i,0,7,i,i,-2,-4
Cc1nn(CCC#N)c2nc(C(F)(F)F)[nH]c(=O)c12,i,i,-1,i,i,nt,-7,i,i,5,-3
O=C(C1=NOC(CNc2ncc(C(F)(F)F)cc2Cl)C1)N1CCOCC1 (centres undefined),i,i,-2,i,i,-2,2,i,i,-5,-6
Cc1nnc(-c2ccc(Oc3ccc(Br)cc3)c([N+](=O)[O-])c2)o1,i,i,0,i,i,0,-6,i,i,-3,-7
N#Cc1ccc(COC(=O)c2cc(=O)c3ccccc3o2)cc1,nt,i,-3,i,i,-3,-3,i,i,2,-9
C=CCC(CC=C)(NC(=O)c1ccccc1C(=O)O)c1ccccc1,i,i,0,i,i,1,-4,i,i,5,-10
COc1cccc(-c2csc(/C(C#N)=C/Nc3cc4oc5ccccc5c4cc3OC)n2)c1,i,i,-7,i,i,-2,-10,i,i,0,-13
COc1cccc(CN2C(=O)C3CCCN3c3ccc(S(=O)(=O)N4CCOCC4)cc32)c1 (centres undefined),i,i,1,i,i,2,-10,nt,i,nt,-12
CCOC(=O)C1CCN(S(=O)(=O)c2cccc(-c3csc(C)n3)c2)CC1,i,i,-4,i,i,-4,5,i,i,2,-12

# Reprinted at random: 2 records from the list
SMILES,PolyA inhibitor,KCNK9 block,GSK3B inh,KCNQ1 inh,RGS4 pot,GSK3A inh,HDAC3 inh,KCNK3 inh,KCNQ1 act,Dyrk1A ADPGlo,hERG protect
CCOC(=O)C1CCN(S(=O)(=O)c2cccc(-c3csc(C)n3)c2)CC1,i,i,-4,i,i,-4,5,i,i,2,-12
CC(C)NCC(=O)NC12CC3CC(CC(C3)C1)C2,i,i,0,i,i,0,7,i,i,-2,-4

# Next section.
SMILES,PolyA inhibitor,KCNK9 block,GSK3B inh,KCNQ1 inh,RGS4 pot,GSK3A inh,HDAC3 inh,KCNK3 inh,KCNQ1 act,Dyrk1A ADPGlo,hERG protect
COc1ccc2c(c1OC)C(=O)N1N=C(c3ccc(-c4ccccc4)cc3)CC21 (centres undefined),i,i,2,i,i,0,2,i,i,3,-15
CCCCCn1c(=O)c(-c2nc3ccccc3c(=O)[nH]2)c(O)c2ccccc21,i,i,-2,i,i,nt,nt,nt,i,nt,-11
COc1cccc(OC)c1OCCOc1ccc(C(=O)c2ccccc2)cc1,i,i,1,i,i,0,5,i,i,-5,-10
O=C(C1COc2ccccc2O1)N1CCN(S(=O)(=O)c2ccccc2)CC1 (centres undefined),i,i,-3,i,i,2,0,i,i,0,-9
CC(C)NC(=O)c1ccc2c(c1)S(=O)(=O)c1ccccc1C2=O,i,i,3,i,i,14,3,i,i,9,-8
CC(C)NS(=O)(=O)c1ccc(Br)c(C(=O)OC(C)C(=O)NC2CCCCC2C)c1 (centres undefined),i,i,-1,i,i,2,-3,i,i,2,-16
O=C(O)CC(NC(=O)C(c1ccccc1)c1ccccc1)c1ccco1 (centres undefined),i,i,1,i,i,-2,1,i,i,6,-7
CC(=O)Oc1ccc2c(c1)C(=O)c1ccccc1C2=O,i,i,3,i,i,0,-4,i,i,54*,-8
O=C(NCc1ccccc1)C(c1ccc(F)cc1)N(Cc1ccc2c(c1)OCO2)C(=O)Cn1nnc(-c2cccs2)n1 (centres undefined),i,i,1,i,i,-1,3,i,i,-4,-11
Oc1c(C(c2cccs2)N2CCC3(CC2)OCCO3)sc2ncnn12 (centres undefined),i,i,1,i,i,-2,4,i,i,-1,-7

# Exported field by field: entries from further up.
O=C(O)CC(NC(=O)C(c1ccccc1)c1ccccc1)c1ccco1 (centres undefined)
  PolyA inhibitor: i
  KCNK9 block: i
  GSK3B inh: 1
  KCNQ1 inh: i
  RGS4 pot: i
  GSK3A inh: -2
  HDAC3 inh: 1
  KCNK3 inh: i
  KCNQ1 act: i
  Dyrk1A ADPGlo: 6
  hERG protect: -7

CC(=O)Oc1ccc2c(c1)C(=O)c1ccccc1C2=O
  PolyA inhibitor: i
  KCNK9 block: i
  GSK3B inh: 3
  KCNQ1 inh: i
  RGS4 pot: i
  GSK3A inh: 0
  HDAC3 inh: -4
  KCNK3 inh: i
  KCNQ1 act: i
  Dyrk1A ADPGlo: 54*
  hERG protect: -8

O=C(NCc1ccccc1)C(c1ccc(F)cc1)N(Cc1ccc2c(c1)OCO2)C(=O)Cn1nnc(-c2cccs2)n1 (centres undefined)
  PolyA inhibitor: i
  KCNK9 block: i
  GSK3B inh: 1
  KCNQ1 inh: i
  RGS4 pot: i
  GSK3A inh: -1
  HDAC3 inh: 3
  KCNK3 inh: i
  KCNQ1 act: i
  Dyrk1A ADPGlo: -4
  hERG protect: -11

# Only part of the results is shown; the hit share may differ from the screen's.
